# Assay outcomes as filed in PubChem.
# Epigenetic derep = derepresses silenced GFP reporter in murine cells; murine LDR cells, GFP reporter derepression, 30 h; Potency, µM (titrated, usually from 53.9 µM), for the others: at the top dose GFP activation, hits mostly activators; actives 0.2% (n = 280,000); AID 1865; also: % of control where 0% means no effect; nearly all actives have a fitted effect of over 60% in size
#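 Readout is the number of GFP-expressing murine LDR cells, counted by cytometry following washing. Cells were treated with compound for 30 h at 37 C; the stably integrated CMV-GFP locus is normally silent.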
# SMN2 splice up = SMN2 splice variant enhancement; HEK293 SMN2-luciferase splicing reporter, luminescence, 30-36 h; actives 2.8% (n = 210,000); AID 1458; Potency, µM (doses to about 46.1 µM), inactives show top-dose activity change, positive = activation, usual class: activators; also: % of control where 0% means no effect; nearly all actives have a fitted effect of over 55% in size
#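 HEK293 cells carry an SMN2 minigene-luciferase reporter in which exon 7 inclusion puts luciferase in frame. Cells were seeded at 2000 cells/well, attached for 10-12 hours, then exposed to compounds for 30-36 hours at 37C before ONE-Glo luminescence.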
# RECQ1 helicase = blocks DNA unwinding by human RECQ1; P46063; Potency, µM (highest dose often 57.3 µM), inactives show top-dose activity, negative = inhibition, most hits filed as inhibitors; actives 0.54% (n = 240,000); RECQ1 DNA unwinding, red fluorescence kinetic read;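 also: plate controls were vehicle for no effect and no enzyme for full effect; nearly all actives have a fitted effect of over 30% in size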
# Target sequence (P46063 whole entry, looked up): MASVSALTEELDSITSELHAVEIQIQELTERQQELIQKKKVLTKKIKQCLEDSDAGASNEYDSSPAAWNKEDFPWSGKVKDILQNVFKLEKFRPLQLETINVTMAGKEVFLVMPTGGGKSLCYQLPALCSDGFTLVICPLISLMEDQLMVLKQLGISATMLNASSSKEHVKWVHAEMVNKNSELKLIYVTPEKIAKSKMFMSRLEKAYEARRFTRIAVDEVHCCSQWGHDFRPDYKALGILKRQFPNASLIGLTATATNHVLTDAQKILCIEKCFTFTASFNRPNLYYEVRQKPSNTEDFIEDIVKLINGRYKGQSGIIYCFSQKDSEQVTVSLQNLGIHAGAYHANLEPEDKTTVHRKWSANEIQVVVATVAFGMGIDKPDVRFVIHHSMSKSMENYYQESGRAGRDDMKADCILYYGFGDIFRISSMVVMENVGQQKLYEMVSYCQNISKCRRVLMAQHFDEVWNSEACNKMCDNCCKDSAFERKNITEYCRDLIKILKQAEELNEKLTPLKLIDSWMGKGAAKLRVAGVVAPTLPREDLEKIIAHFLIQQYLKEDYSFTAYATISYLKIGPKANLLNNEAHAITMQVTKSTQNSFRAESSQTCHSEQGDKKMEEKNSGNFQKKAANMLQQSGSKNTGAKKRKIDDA
#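 50 nM RECQ1T1 preincubated 15 min with compound in Tris pH 8.0 buffer with MgCl2, DTT, Tween-20 and 2.5 ug/ml poly(dI-dC); started with 200 nM TAMRA/BHQ-2 forked duplex and 2 mM ATP. Unwinding read as fluorescence (525/598 nm), two reads 2 h apart.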
# RGS12 GoLoco inh = RGS12 GoLoco-Gai1 interaction inhibition | P63096 | Gai1:RGS12 GoLoco peptide FP, rhodamine, 10 min | Potency, µM (highest dose often 61.6 µM), for inactives: at the top dose activity, negative = inhibition, actives largely listed as inhibitors | actives 0.44% (n = 230,000); active = well fitted inhibition curve with a large enough effect, not every such curve was filed as active; inactive = no such curve, though single readings can be large or run the other way; also: % is scaled to controls: 0 for no effect and ±100 for the full control effect; nearly all actives have a fitted effect of over 30% in size; many of its hits are not listed in these tables
# NPSR antagonist = neuropeptide S receptor (human) antagonism, cAMP; Q6W5P4; CHO-NPSR cells, cAMP TR-FRET, antagonist mode; Potency, µM (top dose mostly 38.3 µM), for inactives: top-dose activity change, negative = inhibition, hits mostly inhibitors; actives 1% (n = 220,000); also: % is scaled to controls: 0 for no effect and ±100 for the full control effect; nearly all actives have a fitted effect of over 50% in size; many of its hits are not listed in these tables
# Target sequence (Q6W5P4 whole entry, looked up): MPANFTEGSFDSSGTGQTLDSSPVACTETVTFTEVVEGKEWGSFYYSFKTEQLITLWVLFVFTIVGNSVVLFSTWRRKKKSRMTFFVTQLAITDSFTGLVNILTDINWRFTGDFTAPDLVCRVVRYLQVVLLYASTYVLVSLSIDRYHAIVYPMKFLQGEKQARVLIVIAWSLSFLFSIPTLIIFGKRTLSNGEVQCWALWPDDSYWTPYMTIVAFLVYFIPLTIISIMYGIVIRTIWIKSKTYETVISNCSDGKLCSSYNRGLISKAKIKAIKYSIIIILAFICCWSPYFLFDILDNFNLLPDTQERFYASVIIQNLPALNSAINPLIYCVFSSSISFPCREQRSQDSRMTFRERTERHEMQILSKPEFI
# Luc counter = blocks Kinase-Glo luciferase, a counter-screen artifact | Q27757 | Potency, µM (top dose mostly 38.3 µM), for the others: at the highest dose activity change, negative = inhibition, most hits filed as inhibitors | Kinase-Glo luciferase, ATP luminescence, 8 min | actives 0.28% (n = 200,000); also: % is scaled to controls: 0 for no effect and ±100 for the full control effect; nearly all actives have a fitted effect of over 60% in size
#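 Light output from Kinase-Glo luciferase with luciferin and 10 uM ATP in 50 mM imidazole pH 7.2, KCl, MgCl2, Tween 20, BSA; compound pin-delivered, 8-min ambient incubation, then luminescence read.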
# IMPase Li inh = IMPase inhibition in cells with lithium potentiation; actives 0.35% (n = 210,000); Potency, µM (highest dose often 59.4 µM), for inactives: top-dose activity, negative = IMPase inhibition, most hits filed as inhibitors; AID 1457; CHO-M1 cells, IP1 TR-FRET (IP-One), carbachol + lithium;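 also: IP1 builds up when IMPase is blocked and the TR-FRET signal falls; plate controls were basal vehicle for no effect and high inhibitor control for full effect; nearly all actives have a fitted effect of over 50% in size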
#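 CHO-M1, 2000 cells/well, 16–30 h culture; cpd + low Li+, 30 min 37C; lysis with d2-IP1/Eu-anti-IP1 Ab, 10 min RT; TR-FRET 665/620 ratio and 620 channel; AC50 via Hill.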
# JMJD2E inh = blocks human JMJD2E demethylase activity; actives 1.6% (n = 230,000); B2RXH2; JMJD2E catalytic domain, FDH-coupled NADH fluorescence (FDH is formaldehyde dehydrogenase); Potency, µM (top dose mostly 57.1 µM), inactives show at the top dose activity change, negative = inhibition, hits mostly inhibitors; AID 2147; active = well fitted inhibition curve with a large enough effect, not every such curve was filed as active; inconclusive = small, poorly fitted or top-dose-only effect, or another doubt; inactive = no such curve, though single readings can be large or run the other way;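 also: 0% = wells with enzyme and -100% = buffer wells without enzyme; nearly all actives have a fitted effect of over 50% in size; many of its hits are not listed in these tables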
# * hit, by the source's call; i = inactive; ? = inconclusive; . = no result given; & = joins results of further samples; [ ] = remark or other dose. Unless noted, calls follow the shape of the dose curve; as a rule, active = well fitted curve in the direction sought with a large enough effect; inconclusive = small, poorly fitted or top-dose-only effect, or another doubt; inactive = no such curve, though single readings can be large; an effect the other way counts as inactive or inconclusive. Potency is read from the fitted curve at half-maximal effect. The list is partial; rates above refer to the full screens.
SMILES,Epigenetic derep,SMN2 splice up,RECQ1 helicase,RGS12 GoLoco inh,NPSR antagonist,Luc counter,IMPase Li inh,JMJD2E inh
CCCCN1C(=O)C(NC(=O)CC(C)C)(C(F)(F)F)C2=C1CC(C)(C)CC2=O (stereo unspecified),-2.3%,18%,?,4%,-9%[46.1 µM],0%,4%[38.3 µM],5%
C=C1C(CCl)(CCl)C2(Cl)C(Cl)C(Cl)C1(Cl)C2(Cl)Cl (stereo unspecified),.,-5%,2%,-34%,.,.,25%,.
C[C@@H](C(=O)Nc1ccc2ccccc2c1)[C@@H]1C[C@@]1(C)[C@@H](NC(=O)OCc1ccccc1)c1ccccc1,2.3%,-16%,-13%,2%,.,3%,-7%,-2%
S=C1NCCOCCOCCNC(=S)N2CCOCCOCCN1CCOCCOCC2,-3.7%,-18%,-14%,1%,14%,1%,1%,3%
COC(=O)c1ccc(NC(=S)Nc2ccc(O)cc2)cc1,-2.2%,-9%,i,-2%,8%,1%,6%,1%
CCCN1C(=O)/C(=C/c2ccc(N3CCOCC3)cc2)NC1=S,1.3%,-31%[inhibitor],-10%,30%[activator],-30%,-2%,0%,1%
CSc1nccc(-c2sc(SC)c(C#N)c2-c2ccccc2)n1,5.4%,.,7%,16%,?,.,.,?
COc1ccccc1-n1c(SCC(=O)N2CCOCC2)nc2cccnc21,2.4%,5%,i,12%,7%,4%,-3%,-17%
c1ccc2c(c1)c1cccc3ccc4cccc2c4c31,.,-2%,-4%,3%,.,.,-5%,.
O=C(CN1CCSC1=NCc1ccccc1)c1ccccc1,2.1%,3%,-4%,-4%,-4%[46.1 µM],2%,8%,0%
CCOC(=O)Cc1c(C)nc2c(-c3ccc(Cl)cc3)cnn2c1C,-1.6%,-6%,-7%,9%,-28%,2%,14%,?
CC(/C=N/n1cnnc1)=C\c1ccccc1,-0.7%,8%,i,0%,25%[46.1 µM],0%,-22%[38.3 µM],-4%

# Entries of single compounds, looked up by structure. Order of screens: Epigenetic derep	SMN2 splice up	RECQ1 helicase	RGS12 GoLoco inh	NPSR antagonist	Luc counter	IMPase Li inh	JMJD2E inh
# Shown for CSc1nccc(-c2sc(SC)c(C#N)c2-c2ccccc2)n1 : 5.4%	.	7%	16%	?	.	.	?
# Shown for CC(/C=N/n1cnnc1)=C\c1ccccc1 : -0.7%	8%	i	0%	25%[46.1 µM]	0%	-22%[38.3 µM]	-4%
# Shown for c1ccc2c(c1)c1cccc3ccc4cccc2c4c31 : .	-2%	-4%	3%	.	.	-5%	.

# Following part.
SMILES,Epigenetic derep,SMN2 splice up,RECQ1 helicase,RGS12 GoLoco inh,NPSR antagonist,Luc counter,IMPase Li inh,JMJD2E inh
Cc1cnc([N+](=O)[O-])n1CCOC(=O)NC(=O)c1c(F)cccc1F,-0.1%,12%,-2%,0%,12%,-1%,-4%,-1%
CC(=O)Nc1c(O)nc(SC/C=C/CSc2nc(O)c(NC(C)=O)c(=O)[nH]2)[nH]c1=O,1.3%,2%,4%,-9%,13%,-1%,-1%,-9%
COc1ccccc1C(=O)Oc1cc(C)[nH]c(=O)c1[N+](=O)[O-],-0.1%,-5%,-3%,2%,11%,8%,1%,-6%
O=S(=O)(c1ccc2ccccc2c1)N1C=CC(C(F)(F)F)=NCC1,-6.8%,5%,i,-3%,-1%[46.1 µM],-3%,17%[38.3 µM],1%
O=C(c1cc(S(=O)(=O)N2CCC3(CC2)OCCO3)ccc1F)N1CCCCC1,4.1%,11%,-1%,3%,8%,2%,-10%,4%
Cc1cc2cc(CNC(=S)NC3CCCCC3)ccc2[nH]1,-0.9%,-24%,-3%,6%,4%,2%,0%,4%
CCCn1c(Sc2nc3c(c(=O)[nH]c(=O)n3C)n2CCC)nc2c1c(=O)[nH]c(=O)n2C,-1.1%,-11%,-11%,5%,-5%[46.1 µM],0%,-17%[38.3 µM],6%
CN(C)c1ccc(/C=N/NC(=O)c2ccccc2Cl)cc1,-1.1%,22µM*,-5%,-3%,3%,5%,6%,-10%
COc1ccc(N(CC(=O)Nc2ccc3c(c2)OCCO3)S(C)(=O)=O)c(OC)c1,2.4%,-11%,-5%,-2%,5%[46.1 µM],1%,3%[38.3 µM],-7%
CCCS(=O)(=O)N1CCC(C(=O)NCCc2ccc(OC)c(OC)c2)CC1,-0.9%,-11%,-6%,-7%,-10%[46.1 µM],4%,-6%,3%
COc1ccc(-c2nc3cnc(Oc4ccccc4)nc3n(Cc3cccs3)c2=O)cc1,.,3%,-10%,11%,.,-3%,8.9µM*,.
O=C(Nc1ccc(F)cc1F)c1noc2c1CCC2,2.2%,?,-10%,2%,-6%[46.1 µM],-10%,19%[38.3 µM],3%
COc1ccc(C(=O)NC(=S)N2CCC(C)CC2)cc1,-1.5%,6%,-2%,1%,-2%[46.1 µM],4%,20%[38.3 µM],-2%
CC(=O)Oc1ccc2c(c1)CCC1C2CC[C@]2(C)C(OC(C)=O)CCC12 (stereo partly specified),0.0%,-33%[inhibitor],i,6%,.,1%,22%,-1%
CCOc1ccc(C(=O)Nc2nnc(C(C)C)s2)cc1OCC,-2.7%,14%,-15%,8%,-8%[46.1 µM],-4%,22%[38.3 µM],-4%
CCNc1nc(OC)nc(SCC(=O)Nc2ccccc2)n1,-1.4%,4%,i,9%,4%,1%,-4%,-6%
Cc1cc(N2CCC(C(=O)NC3CC3)CC2)nc(-c2ccccc2)n1,0.7%,-32%[inhibitor],-2%,-2%,3%[46.1 µM],-3%,11%[38.3 µM],3%
Cc1ccc(-c2cc(C(=O)NCc3cn(C)nc3C)c3cc(Br)ccc3n2)cc1,2.0%,22%,-8%,-4%,0%,-2%,-15%,-3%
Fc1cnc(N2CCN(c3ccccc3)CC2)nc1N1CCN(c2ccccc2)CC1,-11%,-22%,8%,21%,-14%,0%,0%,-3%
CC(C)C(=O)Nc1cccc(-c2nc3ccccc3o2)c1,3.4%,15%,16%,12%,-18%[46.1 µM],1%,6%[38.3 µM],?
Cn1c(=O)c2[nH]c(-c3ccccc3)c(O)c2n(C)c1=O,-1.0%,11%,-4%,-18%,-2%,1%,20%,-16%
CCN(CC)CCNC(=S)Nc1ccc2nc(N3CCCC3)cc(C)c2c1,2.1%,-27%,3%,9%,7%,-3%,11%,?
CCOC(=O)c1sc2ccc(S(=O)(=O)N3CCCCC3)cc2c1N,0.0%,-24%,-6%,3%,?,1%,-5%[38.3 µM],10%
CC(=O)Nc1ccc(NC(=O)Cc2sc(-c3cccnc3)nc2-c2ccc(C)cc2)cc1,2.8%,11%,26%,0%,-13%,-3%,-1%,15%
Cc1cccc(N(C(=O)c2sc(C)nc2C)C(C(=O)NCc2ccco2)c2ccccc2)c1 (stereo unspecified),1.2%,-15%,-3%,-4%,-23%[46.1 µM],1%,23%[38.3 µM],9%
O=C1CSC(c2cccnc2)N1Cc1cccnc1 (stereo unspecified),0.4%,.,i,-17%,-13%,.,.,-5%
CCOC(=O)C1CCN(C(=O)CCc2ccccc2)CC1,0.9%,-19%,-2%,2%,5%[46.1 µM],0%,22%[38.3 µM],3%
CCCCCC(=O)Nc1ccc(N2CCN(CC)CC2)c(Cl)c1,-0.8%,?,-4%,2%,-1%[46.1 µM],0%,41%[activator][38.3 µM],8%
CCn1c(/C=N/NC(=O)c2ccc(OC)cc2)nc2ccccc21,-3.2%,-51%[inhibitor],-2%,20%,-11%,-1%,-2%,?
CCCNC(=O)N1CCN(C(=O)NCCC)CC1,0.0%,-6%,i,-10%,2%[46.1 µM],1%,-6%[38.3 µM],2%
O=C(Cn1sc2ccccc2c1=O)NC12CC3CC(CC(C3)C1)C2,1.4%,-16%,-12%,28µM*,?,-1%,29%[38.3 µM],-23%
O=C(c1cccc(-n2cnnn2)c1)N1CCOCC1,-1.6%,-3%,i,3%,7%[46.1 µM],2%,2%[38.3 µM],7%
O=C(COC(=O)c1ccc(O)cc1)NCC1CCCO1 (stereo unspecified),-3.7%,-38%,-15%,1%,8%,0%,4%,-1%
O=C(COc1ccccc1)N1CCNC1=O,-1.0%,3%,-1%,2%,-2%[46.1 µM],1%,19%[38.3 µM],3%
O=C1NC2(Nc3ccccc31)C(=O)Nc1ccccc12 (stereo unspecified),-3.2%,14%,11%,-3%,4%[46.1 µM],-3%,24%[38.3 µM],?
FC(F)(F)c1ccc(CN2C[C@@H]3C(c4ccc(Cl)nc4)C4(c5cccnc5)CC3(C4)[C@H]2c2ccccc2)cc1 (stereo partly specified),3.9%&1.6%,-37%[inhibitor],-12%,1%&9%,-55%,-3%,7%,-13%&-4%
CC(=O)c1ncnn1CC(=O)c1ccc(Cl)cc1Cl,0.0%,0%,6%,8%,-4%[46.1 µM],1%,-4%[38.3 µM],1%
CCC(=O)Nc1nc2ccccc2n1CCN1CCOCC1,-1.6%,-7%,i,-3%,-5%[46.1 µM],15%,10%[38.3 µM],4%
Cc1nc(N2CCCCC2C)c2c(C)c(C(=O)Nc3ccccc3C(F)(F)F)sc2n1 (stereo unspecified),2.3%,-31%[inhibitor],i,4%,?,0%,2%,?
CCc1cccc(C)c1NC(=O)C(c1ccccc1)N1CCC1=O (stereo unspecified),-1.0%,.,-1%,.,-8%[46.1 µM],.,.,-3%
Cc1cc(C)cc(Oc2ccc(C(F)(F)F)cc2C#N)c1,-1.3%,13%,-15%,-8%,-18%[46.1 µM],-3%,36%[activator][38.3 µM],2%
CN(C)c1ccc(C(CC(=O)O)C(=O)O)cc1 (stereo unspecified),-1.0%,.,6%,2%,-23%,1%,17%,3%
CCC(C)[C@H]1CNC(=S)N1CCC12CC3CC(CC(C3)C1)C2 (stereo partly specified),0.9%,.,14%,7%,-28%,.,.,1%
Cc1cc(NC(=O)CSCc2ccc([N+](=O)[O-])cc2)no1,1.1%,-2%,i,-4%,7%,-3%,8%,1%
COc1ccc(CNC(=O)C(C#N)c2nc3ccccc3nc2N2CCN(C)CC2)cc1 (stereo unspecified),3.9%,24%,i,9%,-18%[46.1 µM],-3%,51%[activator][38.3 µM],0%
CC(=O)NCCSC(=O)c1ccc(F)cc1,-1.0%,11%,0%,4%,-11%[46.1 µM],1%,30%[38.3 µM],6%
